High-throughput results from PubChem BioAssay.
RXFP1 antagonist: RXFP1 (human) relaxin receptor antagonism; Q9HBX9; HEK293-RXFP1, relaxin-stimulated cAMP HTRF, 30 min; stronger effect = lower value; activity change, negative = inhibition, % at 57.5 µM; 0.59% of 350,000 active; AID 1259400;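 active means activity change of -60% or lower, but not beyond a set lower limit; inconclusive means change between -60% and -40%, or beyond the set limit; inactive means change above -40%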
Target sequence (Q9HBX9 whole entry, looked up): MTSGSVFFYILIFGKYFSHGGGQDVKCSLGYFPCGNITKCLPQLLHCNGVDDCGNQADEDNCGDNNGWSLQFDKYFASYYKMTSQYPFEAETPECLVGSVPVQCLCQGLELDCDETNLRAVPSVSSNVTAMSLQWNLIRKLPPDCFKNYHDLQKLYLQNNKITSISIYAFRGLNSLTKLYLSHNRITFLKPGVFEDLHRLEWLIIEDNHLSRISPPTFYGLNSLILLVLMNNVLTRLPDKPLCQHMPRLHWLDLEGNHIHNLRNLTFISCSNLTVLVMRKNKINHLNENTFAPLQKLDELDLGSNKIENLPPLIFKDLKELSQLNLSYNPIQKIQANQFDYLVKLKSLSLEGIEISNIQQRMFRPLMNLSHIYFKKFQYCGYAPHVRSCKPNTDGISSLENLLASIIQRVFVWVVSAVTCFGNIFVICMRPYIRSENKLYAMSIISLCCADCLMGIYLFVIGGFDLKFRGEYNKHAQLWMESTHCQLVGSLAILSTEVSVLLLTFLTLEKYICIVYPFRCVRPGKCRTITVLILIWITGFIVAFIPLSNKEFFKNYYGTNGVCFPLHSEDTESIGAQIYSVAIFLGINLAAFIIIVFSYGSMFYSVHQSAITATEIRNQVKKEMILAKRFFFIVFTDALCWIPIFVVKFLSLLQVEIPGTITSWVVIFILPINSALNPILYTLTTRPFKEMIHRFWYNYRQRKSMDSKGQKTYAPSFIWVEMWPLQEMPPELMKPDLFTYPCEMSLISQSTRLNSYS
* hit, by the source's call; u = inconclusive. On the % scale 0 is the no-effect control and ±100 the full control effect. Some of the compounds tested; the hit share may differ from the screen's.

SMILES	RXFP1 antagonist
NCCC1CN(C(=O)OCc2ccccc2)c2ccccc21 (centres undefined)	-17.8
COc1ccccc1OCC(=O)NNC(=O)Nc1ccccc1	-4.9
CC(C)CCOc1cccc(C2c3c(oc4ccccc4c3=O)C(=O)N2CCCN2CCOCC2)c1 (centres undefined)	-6.4
COc1cc(OC)cc(C(=O)NNC(=O)CCNC(=O)c2ccc(Br)cc2)c1	-4.6
O=C(O)c1c(-c2ccccc2)cnc2ccccc12	-4.6
C[C@@H](C(=O)OCC(=O)c1ccccc1)N1C(=O)C2CCCCC2C1=O (some centres undefined)	2.6
CCc1ccc(CCC(=O)N2CCN(S(=O)(=O)c3sc(C(=O)O)c(C)c3C(=O)O)CC2)cc1	-1.1
CC(C)[C@H](NC(=O)c1ccccc1F)C(=O)NC1CCCCC1	-2.9
Cc1cccc(N=Cc2ccccc2O)c1C	-12.0
C[C@H](CO)N1C[C@H](C)[C@@H](CN(C)C(=O)Oc2ccccc2)OCc2cn(nn2)CCCC1=O	-5.6
COc1ccc(CN(C)CC(=O)Nc2ccccc2C(=O)NC2CC2)cc1F	4.1
Cc1ccc(C)c(S(=O)(=O)N(C)c2ccc(OC(=O)CN3C(=O)NC4(CCCC4)C3=O)cc2)c1	-10.6
CC1(NS(=O)(=O)c2ccc(Cl)s2)CCS(=O)(=O)C1 (centres undefined)	-3.8
CCC1(OC(=O)CN(C)C)C(=O)OCc2c1cc1n(c2=O)Cc2cc3c(N)cccc3nc2-1 (centres undefined)	-12.7
CC(=O)Nc1ccc(NC(=O)C2CCN(S(C)(=O)=O)CC2)cc1	1.5
CCOc1ccc(CN(C)C(=O)c2cccc(S(=O)(=O)Nc3ccccc3OC)c2)cc1OC	-3.5
C[C@@H]1CCCCO[C@@H](CN(C)S(=O)(=O)c2cn(C)cn2)[C@@H](C)CN([C@H](C)CO)C(=O)c2cc(NC(=O)Nc3ccc(C(F)(F)F)cc3)ccc2O1	-5.0
C/C(=N/Nc1ccc(C(=O)O)cc1)c1ccc2c(c1)Nc1ccccc1S2	-17.8
C[C@H]1CN([C@@H](C)CO)C(=O)CCCn2nncc2CO[C@H]1CN(C)C(=O)c1ccncc1	-2.7
O=C(NNC(=O)c1ccc(Cl)nc1)c1ccc(Br)cc1	5.0
FCc1nc2nc(Cl)c(Cl)nc2[nH]1	7.7
CC(=O)c1c(C)[nH]c(C(=O)COC(=O)COc2ccccc2)c1C	-2.9
Cc1cccc(S(=O)(=O)N(C)C[C@@H]2OCc3cnnn3CCCC(=O)N([C@@H](C)CO)C[C@@H]2C)c1	8.5
C[C@H]1CN([C@@H](C)CO)C(=O)CCCn2nncc2CO[C@H]1CN(C)C(=O)Nc1ccc2c(c1)OCO2	-4.3
CN1CCN(C(=O)C[C@@H]2C[C@H]3c4cc(NC(=O)c5cccnc5)ccc4O[C@H]3[C@H](CO)O2)CC1	3.6
Cc1noc(C)c1C(=O)OC(C)C(=O)Nc1ccc2c(c1)OCO2 (centres undefined)	6.5
N#Cc1ccc(C(=O)OCC(=O)Nc2cccc(S(=O)(=O)NC3=NCCC3)c2)cc1	-2.5
COc1ccc(C(CC(=O)c2ccc(C)cc2)Sc2ccccc2N)cc1 (centres undefined)	-17.2
CC(=O)c1ccc(NC(=O)CN2CCC(NC(=O)c3ccccc3C)CC2)cc1	4.5
Cc1ccc(OCC(=O)Nc2cccc3c2CCCC3)cc1C	-8.7
O=C(NNC(=O)c1ccccc1O)c1ccccc1O	-9.6
CC1(C)CC(=O)C2=C(C1)NC(=O)NC2c1ccccc1Cl (centres undefined)	2.1
CN(CC(=O)Nc1ccc(OC(F)(F)F)cc1)C(=O)/C=C/c1ccco1	3.2
O=C(/C=C/Sc1ncn[nH]1)c1ccc(Cl)cc1	-19.1
CC(C)/C(C=O)=C(/NC1CCCCC1)c1ccccc1	-63.0*
Cc1cc2c(OCC(CNC(C)(C)C)OC(=O)c3ccccc3)cccc2[nH]1 (centres undefined)	-31.5
O=C(c1ccccc1)c1ccc(C(=O)N2CCN(c3ccccc3O)CC2)cc1	-1.7
COc1ccc(-c2cc(C(=O)N(C)Cc3ccc(OC)c(OC)c3OC)c3ccccc3n2)cc1OC	-0.2
Cc1nc(SCC(=O)NNC(=O)c2ccc(F)cc2)c2ccccc2n1	-6.0
Cc1ccc2c(c1)C(=O)CC(c1ccccc1)S2 (centres undefined)	-14.2
Cc1ccc(NC(=O)C(C)OC(=O)c2cc(=O)[nH]c3ccccc23)cc1S(=O)(=O)N1CCOCC1 (centres undefined)	-3.2
Cn1c2c(c3ccccc31)CCN(CCCCN1CCN(c3ccccc3)CC1)C2=O	3.7
Cc1cc(C)c2cc(C#N)c(N3CCNCC3)nc2c1	-9.5
COC(=O)c1ccc(Sc2ccccc2NS(=O)(=O)c2ccc(C)cc2)nc1	-4.2
Nc1ccc(S(=O)(=O)Nc2cc(Cl)c(N)c(Cl)c2)cc1	-3.8
COc1ccc(OC)c(-c2nn(-c3ccccc3)cc2C(=O)NCC2CCCO2)c1 (centres undefined)	1.3
O=[N+]([O-])c1cccc(/C=C2\CCc3cnn(C4CCS(=O)(=O)C4)c32)c1 (centres undefined)	-3.1
NNC(=O)c1nnsc1-c1csnn1	-13.4
CCN1CCN(C(=O)N[C@@H](C(=O)N[C@@H]2C(=O)N3[C@@H]2SC(C)(C)[C@H]3C(=O)O)c2ccccc2)C(=O)C1=O	-3.7
CCOC(=O)Nc1cccc(OCC(=O)Nc2ccc3c(c2)CCC3)c1	-4.1
Cc1nn(CC(=O)NC2CC2)c(C)c1S(=O)(=O)N(C)C	2.8
O=C(NCc1cccnc1)c1ccccc1NS(=O)(=O)c1ccc(Br)cc1	-1.3
C=CCNc1nc(Cl)nc(Nc2ccc(OC)cc2)n1	9.1
C[C@H](CO)N1C[C@H](C)[C@@H](CN(C)CC2CC2)OCc2cnnn2CCCC1=O	12.8
O=C1c2ccccc2C(O)(c2ccccc2)N1c1ccc([N+](=O)[O-])cc1Cl (centres undefined)	-19.4
CCNC(=O)CC1SC(=Nc2ccc(C)c([N+](=O)[O-])c2)N(C)C1=O (centres undefined)	-7.0
NC(=O)Nc1ccc(C(=O)OCC(=O)NC2CCCc3ccccc32)cc1 (centres undefined)	-8.8
CC(=O)Nc1ccc(NC(=O)C(C)OC(=O)C23CC4CC(CC(Cl)(C4)C2)C3)cc1 (centres undefined)	-8.9
CCCn1c(SCC(=O)Nc2cc(C)on2)n[nH]c1=O	-9.4
O=C(CN1C(=O)NC2(CCCCCCC2)C1=O)Nc1cccc(Br)c1	13.3
Remaining list, next part.
SMILES	RXFP1 antagonist
CCOC(=O)C1=C(C(=O)OCC)c2ccc(OC)c(OC)c2C1	-1.0
Cn1c(N)c(C(=O)COC(=O)COc2ccc(Cl)cc2Cl)c(=O)n(C)c1=O	-5.5
CN(CCc1ccccc1)C(=O)CC1C(=O)NCCN1Cc1ccccn1 (centres undefined)	-0.4
COc1ccc(OC)c(CN2CCN(C(=O)CNC(=O)c3ccccc3F)CC2)c1	-9.9
COC(=O)c1sccc1NC(=O)c1c(F)c(F)c(F)c(F)c1F	-26.0
CCOc1ccc(NC(=O)CN(C)C(=O)c2cc(-c3ccco3)nc3ccccc23)cc1OCC	-10.8
Cc1ccc(C)c(NC(=S)NCCc2ccc(S(N)(=O)=O)cc2)c1	-12.1
CC(=O)Nc1cccc(OCc2cccc([N+](=O)[O-])c2)c1	-6.3
CCOC(=O)c1ccc(NC(=O)Nc2nc3ccccc3s2)cc1	-5.8
CN(Cc1ccccc1)CC(O)CN(C)Cc1ccccc1	u
O=P(OCC1CCCO1)(OCC1CCCO1)OCC1CCCO1 (centres undefined)	-2.9
Cc1cc(C)c2cc(C#N)c(NCCCNC(=O)c3ccncc3)nc2c1	3.2
Oc1[nH]c2ccccc2c1N=Nc1ccccn1	-5.3
O=S(=O)(c1ccc(=S)[nH]c1)N1CCCC1	-5.0
Cc1c(NC(=O)c2nn(C(C)C)c(=O)c3ccccc23)c(=O)n(-c2ccccc2)n1C	-4.6
CC1=NNC(=O)C1C(c1ccc(F)cc1)C(C#N)C#N (centres undefined)	6.3
O=C(OCC1CCNCC1)c1ccc(F)cc1	11.2
CC1CCCN(S(=O)(=O)c2ccc3[nH]c(=O)cc(C(=O)NCCCN4CCCCCC4)c3c2)C1 (centres undefined)	-1.3
CCc1ccccc1Nc1nc2ccccc2[nH]1	-17.0
COc1ccccc1C(=O)NC(=S)Nc1ccc(N2CCOCC2)cc1	7.0
O=c1nc(NO)ccn1C1CCCO1 (centres undefined)	-2.2
O=C(Nc1cccc(Cl)c1Cl)c1ccco1	0.8
CC(=O)c1cccc(NC(=O)C2CCCN2S(=O)(=O)c2ccccc2C(F)(F)F)c1 (centres undefined)	-1.1
CCCN(CC(=O)Nc1ccccc1C)C(=O)COC(=O)c1cnc(C)cn1	-15.6
O=C(CN1C(=O)NC(CCc2ccccc2)C1=O)N1CCCCCC1 (centres undefined)	-4.2
CC1=C(C(=O)N(C(C)C)C(C)C)CC(CC(=O)NC2CCCCC2)C(=O)N1Cc1ccccc1 (centres undefined)	11.2
CC(C)[C@H](NS(=O)(=O)c1ccccc1)C(=O)OCC(=O)NCc1ccc2c(c1)OCO2	2.4
O=C(/C=C/NCc1cccnc1)c1ccc(Br)cc1	-24.0
Cc1ccc(S(=O)(=O)N2CCC(C(=O)N3CCN(c4ccccn4)CC3)CC2)cc1C	0.2
C#Cc1cccc(Nc2ncnc3cc(OCCOC)c(OCCOC)cc23)c1	-27.5
CC(C)CCNC(=O)C(c1cccnc1)N(Cc1ccccc1)C(=O)Cn1nnc2ccccc21 (centres undefined)	7.2
COc1cc(C(=O)NCC(=O)OCc2ccc(F)cc2)cc(OC)c1OC	6.2
NC(=O)c1ccsc1NC(=O)CSc1nnc(NC2CC2)s1	3.1
CCCCN1C(=O)C(CC(=O)NC2CCCCC2)CC(C(=O)N(C(C)C)C(C)C)=C1C (centres undefined)	6.9
O=C(COC(=O)C1COc2ccccc2O1)Nc1ccccc1OC(F)F (centres undefined)	3.8
Cc1ccccc1NS(=O)(=O)c1ccc(C(=O)NCc2ccccc2CN2CCCC2)cc1	-3.3
COC(=O)c1ccccc1NC(=O)Oc1ccc(C(C)C)cc1	2.6
Cc1nc(-c2cccc(NC(=O)c3ccc(Cl)c(S(=O)(=O)N4CCCC4)c3)c2)cs1	5.7
COc1cc(C)c(C(=O)CC(=O)c2c(C)cc(OC)cc2C)c(C)c1	-65.7*
c1ccc(CCCCc2ccncc2)cc1	-18.3

Sorted by molecular weight (lowest first): 3 of the compounds above
SMILES	RXFP1 antagonist
O=c1nc(NO)ccn1C1CCCO1 (centres undefined)	-2.2
COC(=O)c1ccccc1NC(=O)Oc1ccc(C(C)C)cc1	2.6
CC(C)CCNC(=O)C(c1cccnc1)N(Cc1ccccc1)C(=O)Cn1nnc2ccccc21 (centres undefined)	7.2

The listing continues.
SMILES	RXFP1 antagonist
CC(C)C(=O)Nc1ccc(N2CCOCC2)c(S(=O)(=O)Nc2ccccc2Cl)c1	-3.3
C[C@@H]1CN([C@H](C)CO)C(=O)CCCn2cc(nn2)CO[C@H]1CN(C)C(=O)Nc1ccnc(N2CCOCC2)c1	-2.9
Cc1ccc(C(=O)OCC(=O)N2CCC(C)CC2)cc1S(=O)(=O)N1CCOCC1	-1.5
Cc1cnc(C(=O)OCC(=O)Nc2cccc(C)c2C)cn1	-36.6
O=C(O)c1c[nH]c2nccnc12	-0.2
O=C1C(Cl)=C(O)C2(Cl)C(Cl)=C(Cl)C12Cl (centres undefined)	16.7
Cc1ccc(N(Cc2ccc([N+](=O)[O-])cc2)C(=O)c2ccco2)cc1	-9.6
O=[N+]([O-])c1ccc(C=CC=Cc2ccccc2)cc1	-8.2
CCCCOc1ccc(C(=O)NN2CCOCC2)cc1	-5.6
CC(C)=CCOc1c2ccoc2c(OCC=C(C)C)c2oc(=O)ccc12	16.4
Cc1cccc(C(=O)OCC(=O)c2csc(N3CCCCC3)n2)c1[N+](=O)[O-]	12.4
CN(C(=O)COC(=O)c1ccccc1C(=O)c1ccccc1)c1ccccc1	5.4
CC1=C(C(=O)N(C(C)C)C(C)C)CC(CC(=O)NCc2cccs2)C(=O)N1Cc1ccccc1 (centres undefined)	7.2
CCN(CC)S(=O)(=O)c1ccc(C(=O)OCC(=O)c2ccc3c(c2)NC(=O)CO3)cc1	6.5
NC(=O)C1CCN(C(=O)c2ccc(Cl)c(NC(=O)c3cccs3)c2)CC1	-0.6
NS(=O)(=O)c1ccc(OC(=O)CNC(=O)OCc2ccccc2)cc1	-7.1
CN1C(=O)N(CC(=O)c2ccc3c(c2)OCO3)C(=O)C12CCCCC2	3.6
Cc1c(Cl)cccc1NC(=O)CSc1nc(=O)n(CCCN2CCOCC2)c2c1CCCC2	0.1
O=C(COC(=O)COc1ccccc1F)NC1CC1	10.0
O=S(=O)(NC1=NCCCCC1)c1cc(F)ccc1F	-0.5

Reformatted: 2 of the compounds above.
mol,RXFP1 antagonist
O=[N+]([O-])c1ccc(C=CC=Cc2ccccc2)cc1,-8.2
CCCCOc1ccc(C(=O)NN2CCOCC2)cc1,-5.6

(further entries)
SMILES	RXFP1 antagonist
COc1ccc(N2CCN(CCCn3ccc(NC(=O)OCc4ccccc4)nc3=O)CC2)cc1	-4.8
Cn1c(=O)[nH]c2c(c(C(=O)O)nn2C)c1=O	10.4
O=S(=O)(NN=C(c1ccccc1)c1ccccc1)c1ccccc1	-3.5
CC(=O)NC(c1ccc(C(C)C)cc1)c1c(O)ccc2ccccc12 (centres undefined)	u
COc1ccc(NS(=O)(=O)c2cccc(C(=O)N/N=C(/C)c3ccc(-n4ccnc4)cc3)c2)cc1	u
Cc1ccccc1OCC(=O)OCC(=O)NCc1ccccc1Cl	-10.0
CC(C)c1cc(N=O)cc(C(C)C)c1O	-20.7

By substructure: the entries above containing a furan ring, fused or not.
SMILES	RXFP1 antagonist
CN(CC(=O)Nc1ccc(OC(F)(F)F)cc1)C(=O)/C=C/c1ccco1	3.2
CCOc1ccc(NC(=O)CN(C)C(=O)c2cc(-c3ccco3)nc3ccccc23)cc1OCC	-10.8
O=C(Nc1cccc(Cl)c1Cl)c1ccco1	0.8
Cc1ccc(N(Cc2ccc([N+](=O)[O-])cc2)C(=O)c2ccco2)cc1	-9.6
CC(C)=CCOc1c2ccoc2c(OCC=C(C)C)c2oc(=O)ccc12	16.4
